Assay outcomes (PubChem)
p97 ATPase inh = inhibitors of human p97 ATPase. inhibition, % at 8 µM. AID 1481. recombinant p97 ATPase, Kinase-Glo ATP luminescence, 3 h. 220,000 tested, 0.42% active; in the data active = inhibition above about 15%;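 note: 0% = DMSO vehicle and 100% = wells lacking enzyme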
NPY-Y1 antag = NPY-Y1 (human) receptor antagonism; 200,000 tested, 1% active; P25929; HEK293-CNG Y1 cells, membrane potential fluorescence; NPY at EC95, then isoproterenol; inhibition, % at 3.6 µM;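 active = inhibition above the campaign mean inhibition of all tested compounds plus 3 SD, cut at about 20% in these data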;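 note: 0% = DMSO wells given NPY plus isoproterenol and 100% = isoproterenol alone without NPY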
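Test system: HEK293 cells co-expressing NPY Y1 receptor and cyclic-nucleotide gated channel; Also added: NPY (25 nM), isoproterenol (1 µM), Ro 20-1724 (25 µM); Compound dosing: one concentration, 3.6 µM, in 0.4% DMSO; Timing: dye 3 h, compound 60 min room temperature, stimulation 45 min; Technique: Membrane-potential fluorescent dye readout.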
NPY-Y1 PAM-ag = potentiators or agonists of human neuropeptide Y receptor Y1 | P25929 | NPY-Y1 expressing cells, potentiator/agonist activation | 220,000 tested, 0.37% active | activation, % at 3.6 µM; in the data active = activation above about 33%, passing the limit was not always enough;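 note: cells stimulated with NPY at EC10 then isoproterenol at EC100; 0% = low agonist plus stimulus and 100% = saturating agonist plus stimulus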
Hck Nef HTS = blocks Nef-activated human Hck kinase; Recombinant Hck-YEEI plus Nef, Z-Lyte FRET kinase assay; inhibition, % at 20 µM; 220,000 tested, 0.68% active;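 active = Hck-Nef kinase inhibition above about 50%, limit read from the data; inactive = inhibition below that limit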;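 note: 0% = DMSO with Hck plus Nef and 100% = Hck alone without Nef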
Target sequence (P08631 whole entry, looked up): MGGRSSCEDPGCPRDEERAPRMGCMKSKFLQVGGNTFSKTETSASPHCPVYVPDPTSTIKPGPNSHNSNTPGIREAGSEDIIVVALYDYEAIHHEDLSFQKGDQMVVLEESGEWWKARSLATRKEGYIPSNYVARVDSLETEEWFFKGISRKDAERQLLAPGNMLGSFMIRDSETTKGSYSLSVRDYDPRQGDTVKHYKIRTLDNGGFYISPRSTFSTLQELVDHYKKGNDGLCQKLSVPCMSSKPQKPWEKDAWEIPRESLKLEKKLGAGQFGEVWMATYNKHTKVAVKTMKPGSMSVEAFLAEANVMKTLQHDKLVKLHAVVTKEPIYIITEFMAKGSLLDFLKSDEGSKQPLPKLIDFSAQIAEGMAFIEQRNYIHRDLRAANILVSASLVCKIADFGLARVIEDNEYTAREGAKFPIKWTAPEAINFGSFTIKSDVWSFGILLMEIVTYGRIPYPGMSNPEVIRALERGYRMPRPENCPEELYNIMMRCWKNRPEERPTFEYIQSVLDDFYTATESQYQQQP
RBBP9 inh = blocks human serine hydrolase RBBP9 | O75884 | recombinant RBBP9, FP-Rh probe fluorescence polarization | inhibition, % at 7.94 µM | 220,000 tested, 0.2% active;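 active = inhibition above the campaign mean of all tested compounds plus 3 SD, cut at about 14% in these data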;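 note: plate controls were DMSO wells with RBBP9 for no effect and wells lacking RBBP9 protein for full effect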
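Assay system: recombinant human RBBP9; Reagent: Serine-hydrolase probe FP-Rh, 375 nM pre-mixing; Doses: 7.94 µM single dose, 0.794% DMSO; Incubation: 30 min then 45 min, 25 °C; Detection: fluorescence polarization (mP), excitation 525 nm, emission 598 nm; Evaluation: percent inhibition from mP, scaled between DMSO and no-protein wells.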
Runt-SMMHC FRET = Runt domain-CBFb-SMMHC interaction inhibition; Cerulean-Runt/Venus-CBFb-SMMHC FRET ratio 530/480, 1 h; inhibition, % at 20 µM; 220,000 tested, 0.74% active; AID 1434;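 active = mean inhibition across duplicate retests at 20 µM reaching about 50%, limit read from the data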;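 note: 0% = DMSO wells and 100% = wells with excess untagged CBFb-SMMHC; inhibitors lower the FRET ratio by blocking Runt binding to CBFb-SMMHC; some results filed as inactive read as strong as hits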
NPY-Y2 PAM-ag = human NPY-Y2 potentiation or agonism, primary screen; AID 1359; cells expressing NPY-Y2, potentiator/agonist read-out; activation, % at 3.6 µM; P49146; 220,000 tested, 0.45% active; in the data active = activation above about 27%;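 note: cells stimulated with NPY near EC25 plus isoproterenol at EC100; 0% = vehicle plus submaximal agonist and 100% = vehicle plus saturating agonist; some results beyond the cut were filed as inactive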
Target sequence (P49146 whole entry, looked up): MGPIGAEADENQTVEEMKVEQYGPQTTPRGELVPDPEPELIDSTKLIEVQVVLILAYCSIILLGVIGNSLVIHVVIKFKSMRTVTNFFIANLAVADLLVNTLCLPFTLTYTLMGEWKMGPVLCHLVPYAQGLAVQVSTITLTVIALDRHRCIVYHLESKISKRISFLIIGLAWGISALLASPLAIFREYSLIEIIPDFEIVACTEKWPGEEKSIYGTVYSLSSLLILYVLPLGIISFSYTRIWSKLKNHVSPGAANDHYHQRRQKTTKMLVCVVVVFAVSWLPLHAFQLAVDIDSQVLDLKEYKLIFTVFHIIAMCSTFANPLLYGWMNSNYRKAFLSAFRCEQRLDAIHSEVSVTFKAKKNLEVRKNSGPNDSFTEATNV
Mdm2 ligase inh = inhibitors of human Mdm2 E3 ubiquitin ligase. cell-based MDM2 ubiquitination luciferase reporter, 2 h; 0 = plate control, 100 = twice control, blank-subtracted. signal enhancement, % at 5 µM. 210,000 tested, 0.11% active;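 active = signal enhancement of 30% or more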;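 note: luminescence tracks abundance of the self-degrading MDM2-luciferase fusion protein; higher signal means inhibition of MDM2 E3 ligase activity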
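Material: Stable MDM2–luciferase fusion reporter cells | Amount: 2000 cells seeded into each well | Dosing: One concentration, 5 µM, with 0.2% DMSO | Incubation: 4 h cell settling then 2 h compound exposure, 37 °C | Measured by: Luciferase luminescence | Read-out basis: % enhancement relative to plate controls after blank subtraction | Benchmarks: Control and blank well means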
Runt-CBFb FRET = Runt domain-CBFb interaction inhibition; Cerulean-Runt/Venus-CBFb FRET ratio 530/480, 1 h; inhibition, % at 20 µM; 220,000 tested, 0.46% active; Q01196+Q13951;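 active = inhibition over about 50% at 20 µM in the single-dose screen, limit read from the data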;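 note: 0% = DMSO wells and 100% = excess unlabeled CBFb competitor control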
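Schedule: protein complex preformed 1 h, compound exposure 1 h, room temperature, dark; test system: Cerulean-labeled Runt domain protein; amount: 100 nM per protein; buffer or medium: Tris 50 mM pH 7.5, KCl, K2SO4, 0.01% BSA; read-out: loss of energy transfer signal; detection: FRET fluorescence; controls: 5 µM unlabeled CBFb as full-inhibition high control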
Starred values were filed as active, the others as inactive; · = no result given. Not a hit list; any-hit rate near 3.5%.

SMILES	p97 ATPase inh	NPY-Y1 antag	NPY-Y1 PAM-ag	Hck Nef HTS	RBBP9 inh	Runt-SMMHC FRET	NPY-Y2 PAM-ag	Mdm2 ligase inh	Runt-CBFb FRET
Cc1cc(NC(=O)CSc2nc3ccccc3c(=O)n2CCCC(=O)NCc2ccco2)n[nH]1	-5	-1	-7	1	-12	7	-1	0	-1
CCNC(=S)NNC(=O)c1cc(-c2ccc(OCC)cc2)nc2ccccc12	-61	8	-26	0	-10	2	-27	-16	·
CCC(C)(C)NC(=O)CN(C(=O)C(=O)Nc1ccc2c(c1)OCCO2)C(C)(C)CC	4	0	-3	22	-1	-1	-12	-14	-2
Cc1cc(C)c(C)c(OCC(=O)NCC2CCCO2)c1 (configuration not stated)	-2	-1	0	1	2	5	-12	-12	1
Cc1ccc(-n2c(=O)c3ccccc3n(CC(=O)NCc3ccco3)c2=O)cc1	1	-2	-6	28	-4	1	-5	-3	-2
O=C(O)COCC(=O)NCc1csc2ccccc12	0	·	-7	13	-3	-1	-6	-6	0
COc1ccccc1NNC(=O)C(O)(c1ccccc1OC)c1ccccc1OC	-1	2	-23	1	5	-2	-4	-8	1
N#Cc1c(C(F)(F)F)cc(-c2ccc(Cl)cc2)nc1SCC(=O)O	-4	-7	8	12	-8	1	-7	0	-2
Cc1cccc(N2C(=O)CC(Sc3nc(-c4ccccc4)c4cc(Cl)ccc4n3)C2=O)c1 (configuration not stated)	10	4	-20	-1	-7	-1	-15	-3	-1
CC(C)c1ccc(OCC(=O)NC2=NCCS2)cc1	2	-3	-4	8	-1	2	0	-25	1
Cc1cc2cc(CN(C(=O)C3CC3)C3CCCC3)c3nnnn3c2cc1C	-6	0	-4	-8	-6	-5	-22	0	-3
COc1cc(Cl)c(C)cc1NC(=O)COC(=O)C(NS(=O)(=O)c1ccc(Cl)cc1)C(C)O (configuration not stated)	-6	-6	6	1	-5	0	16	-15	-2
Cc1sc2ncnc(NCC3CCCO3)c2c1C (configuration not stated)	0	0	33	1	-2	-7	16	-1	-3
CC(C)N(Cc1nccn1C)C(=O)CC1C(=O)NCCN1Cc1ccccc1C(F)(F)F (configuration not stated)	3	-2	3	-12	-6	-2	-19	-9	0
O=C(COC(=O)CCc1nc2ccccc2n1-c1ccccc1)Nc1ccc(N2CCCCC2)cc1	-1	1	17	0	1	0	14	-7	3
Cc1onc(-c2c(Cl)cccc2Cl)c1C(=O)NCCN1CCOCC1	1	-1	-4	5	10	-3	-9	-3	1
CCOC(=O)CN1C(=O)C(O)=C(C(C)=O)C1c1ccccc1 (configuration not stated)	3	-5	-8	-1	1	1	16	-9	1
Clc1cccc(OCc2nc(-c3ccncc3)no2)c1	0	10	-10	-2	1	-9	-1	14	2
CCc1nnc(NC(=O)CSc2nnc(-c3c[nH]c4ccccc34)n2C)s1	3	-4	5	1	5	-2	-6	-25	-1
O=C(NCc1ccccc1Cl)c1ccc2c(=O)n(CCCN3CCCC3=O)c(=S)[nH]c2c1	3	-3	17	1	-2	-3	-8	0	-2
CC1CCN(S(=O)(=O)c2ccc3c(c2)CCN3C(=O)CCC(=O)O)CC1	5	3	25	0	-5	-1	2	-4	-2
CS(=O)(=O)N1CC(C(=O)NN)Oc2ccc(Cl)cc21 (configuration not stated)	5	-2	-7	0	5	-18	-13	-16	-2
COc1ccc(C(=O)c2nc3c(n2O)CCCC3)cc1OC	2	-4	-20	1	-3	0	-12	-11	0
COCc1nnc(NC(=O)c2ccc(NC(C)=O)cc2)s1	5	-3	-8	20	2	1	16	·	0
CC(C(=O)N1CCN(Cc2ccc3c(c2)OCO3)CC1)c1ccc([N+](=O)[O-])cc1 (configuration not stated)	1	0	3	-29	3	-1	-4	-5	2
COC(=O)c1ccc(Cn2c(CN3CCOCC3)nc3ccccc3c2=O)o1	4	-1	-9	2	-10	-6	6	-7	-2
Fc1ccccc1CSc1nc2ccccc2[nH]1	-2	6	-3	0	-1	2	-9	-11	1
CCCc1c(O)nc(SCCN(CC)CC)[nH]c1=O	5	0	19	1	-3	-1	3	2	-3
CCn1c(COc2ccc(=O)n(-c3ccccc3)n2)n[nH]c1=S	2	5	-3	21	-7	2	-1	-12	5
CCCCCn1c(CCNC(=O)CCC)nc2ccccc21	3	7	5	16	-3	-1	6	-19	-2
CCOc1ccc(/C=N/NC(=S)Nc2c(C)cccc2C)cc1	4	-2	17	-2	1	-7	10	·	2
Cc1cc(S(=O)(=O)N2CCCC2)ccc1OCC(=O)N1CCC(C(N)=O)CC1	2	-2	0	16	-6	-1	5	-1	0
Cc1ccc(C(=O)N2C3C=CC(C3)C2(C(F)(F)F)C(F)(F)F)cc1 (configuration not stated)	0	2	10	1	3	0	10	2	-2
CCN(CC)S(=O)(=O)c1cc(NC(=O)C(=O)c2c(-c3ccccc3)cc3ccccn23)ccc1C	5	1	-22	-10	-11	-2	3	-16	-4
Cc1c(/C=C/C(=O)c2ccc(O)cc2)cnn1C	5	4	-10	0	-3	-6	-13	-8	0
Cc1ccc(OCC(=O)NC(C)c2ccccc2)c([N+](=O)[O-])n1 (configuration not stated)	-4	20	-18	-34	-6	-5	-31	-9	-1
O=C(NCc1ccncc1)C(F)(F)C(F)(F)C(=O)NCc1ccncc1	3	-2	2	1	1	4	-5	3	1
CCc1cccc(CC)c1NC(=O)c1cccc(N)c1	1	-2	1	1	-5	-4	-20	-9	-1
Clc1ccccc1CSC1=NCCN1	4	4	-8	-6	-4	-3	2	-9	1
Cc1cccc2cc(CN(Cc3ccc(F)cc3)C(=O)N3CCOCC3)c(=O)[nH]c12	-4	1	0	6	1	4	-15	-4	-1
CC1CCCCC1NC(=O)CSc1nnc(CN2CCOCC2)n1C (configuration not stated)	-6	3	-5	-1	-14	0	-4	-21	0
CC(C)OP(=O)(OC(C)C)C(NC(=O)c1ccc(Br)cc1)c1ccccc1 (configuration not stated)	-4	9	1	-1	-2	-20	-10	6	-13
Cn1cccc1C1C(C#N)=C(N)OC2=C1C(=O)CCC2 (configuration not stated)	9	·	1	14	8	-6	6	-4	2
N#CC1=C2N=C(N)c3c(sc4c3CCCCC4)N2C2=C(C(=O)CCC2)C1c1ccccc1 (configuration not stated)	2	-2	1	2	1	-52	-11	-33	-2
Cc1ccc2[nH]c3c(=O)n4c(nc3c2c1)SCC4	7	0	14	43	3	-4	14	-11	2
Cc1nn(C)c(Cl)c1S(=O)(=O)N[C@@H](c1ccccc1)[C@]1(C)C[C@H]1[C@@H](C)C(=O)Nc1ccc2ccccc2c1	0	-3	-1	0	-15	0	-2	·	-6
O=C(c1ccc(Cl)c([N+](=O)[O-])c1)N1CCN(Cc2ccc3c(c2)OCO3)CC1	0	1	-2	-6	-11	0	8	1	-1
COc1cc([N+](=O)[O-])cc2sc(NC(C)=O)nc12	4	·	26	5	3	-6	29	·	4
O=C(O)CC(C(=O)OCC1CCCO1)N1CCOCC1 (configuration not stated)	-4	-4	-4	0	0	4	-9	-5	0
O=C1NCCCC1C(=O)N/N=C/c1cccc(O)c1 (configuration not stated)	1	-1	-3	2	-6	-12	-2	-9	-3
Additional structures
SMILES	p97 ATPase inh	NPY-Y1 antag	NPY-Y1 PAM-ag	Hck Nef HTS	RBBP9 inh	Runt-SMMHC FRET	NPY-Y2 PAM-ag	Mdm2 ligase inh	Runt-CBFb FRET
COc1cc(C2c3c(oc4ccccc4c3=O)C(=O)N2Cc2cccnc2)cc(OC)c1OC (configuration not stated)	3	-2	-5	-2	-9	-7	1	-9	1
Cn1c(SCC(=O)NC2CCCC2)nc2cccnc21	2	1	1	3	-5	5	-7	2	-1
COC(=O)C1=C(C(=O)OC)[C@@H]2N(C)c3ccccc3[C@@]23C[C@@H](C(=O)OC)N(C(=O)c2cc(C)oc2C)C3=N1	·	·	·	9	·	-2	·	9	-2
CC(C)(C)NC(=O)CSc1nc(N)cc(=O)[nH]1	2	2	-10	-1	-7	2	2	-10	0
COc1ccc(/C=N/NC(=O)c2cccnc2)cc1CSc1ccccn1	-1	·	5	12	-11	-1	4	-1	5

Structural class, the entries above containing an aryl thioether with sulfur outside any ring.
SMILES	p97 ATPase inh	NPY-Y1 antag	NPY-Y1 PAM-ag	Hck Nef HTS	RBBP9 inh	Runt-SMMHC FRET	NPY-Y2 PAM-ag	Mdm2 ligase inh	Runt-CBFb FRET
Cc1cc(NC(=O)CSc2nc3ccccc3c(=O)n2CCCC(=O)NCc2ccco2)n[nH]1	-5	-1	-7	1	-12	7	-1	0	-1
N#Cc1c(C(F)(F)F)cc(-c2ccc(Cl)cc2)nc1SCC(=O)O	-4	-7	8	12	-8	1	-7	0	-2
Cc1cccc(N2C(=O)CC(Sc3nc(-c4ccccc4)c4cc(Cl)ccc4n3)C2=O)c1 (configuration not stated)	10	4	-20	-1	-7	-1	-15	-3	-1
CCc1nnc(NC(=O)CSc2nnc(-c3c[nH]c4ccccc34)n2C)s1	3	-4	5	1	5	-2	-6	-25	-1
Fc1ccccc1CSc1nc2ccccc2[nH]1	-2	6	-3	0	-1	2	-9	-11	1
CCCc1c(O)nc(SCCN(CC)CC)[nH]c1=O	5	0	19	1	-3	-1	3	2	-3
CC1CCCCC1NC(=O)CSc1nnc(CN2CCOCC2)n1C (configuration not stated)	-6	3	-5	-1	-14	0	-4	-21	0
Cn1c(SCC(=O)NC2CCCC2)nc2cccnc21	2	1	1	3	-5	5	-7	2	-1
CC(C)(C)NC(=O)CSc1nc(N)cc(=O)[nH]1	2	2	-10	-1	-7	2	2	-10	0
COc1ccc(/C=N/NC(=O)c2cccnc2)cc1CSc1ccccn1	-1	·	5	12	-11	-1	4	-1	5
